Bioassay records from PubChem BioAssay.
HCV NS3 hel inh: blocks Hepatitis C virus NS3 helicase unwinding. NS3 helicase DNA unwinding, Cy5 molecular beacon fluorescence. inhibition, % at 10.9 µM. actives 0.56% (n = 290,000);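 active = inhibition above the mean of all tested compounds plus 3 SD, set per campaign, cut at about 35% in these data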;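 also: 0% = DMSO wells and 100% = thioflavine S control wells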
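Assay system: hepatitis C virus NS3 helicase domain fragment enzyme. Also added: annealed dual-labelled DNA beacon duplex, ATP-started. Timing: 1 h reaction at 25 °C, ATP-initiated. Technique: Cy5 fluorescence at 0 and 60 min, beacon hairpin quenching. Evaluation: % inhibition of unwinding. Replication: one well per compound.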
MEKK2 WT-MEK5: raises or lowers MEK5 binding to wildtype human MEKK2 PB1 domain. actives 1.1% (n = 290,000). bead flow cytometry, Alexa488-MEK5 binding to MEKK2 WT; actives lie on both sides. AID 1531. binding response (% of control), % at 10 µM; in the data active = binding response below about 67% or above about 130%
CRFBP-R2 block: blocks CRF-induced signaling of the CRF-BP/CRF-R2 complex; HEK293 CRF-R2/CRF-BP, CRF-induced calcium fluorescence; inhibition, % at 11.8 µM; actives 0.59% (n = 350,000);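 active = inhibition of the ligand-induced calcium signal above about 50% at the single tested concentration, limit read from the data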
CRFBP-R2 agonist: agonists of human CRF-binding protein/CRF-R2 receptor complex; actives 0.46% (n = 350,000); HEK293 CRF-R2/CRF-BP, calcium dye fluorescence (FLIPR); percent of saturating CRF peptide response; activation, % at 13.2 µM;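 active = activation of at least 50%, plus an integration ratio under a set limit after plate pattern correction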;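 also: plate controls were neutral control wells without compound for no effect and CRF at EC100 for full effect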
GalR3 antag: antagonists of human GalR3 | O60755 | HEK293 GalR3-CNG cAMP membrane potential fluorescence; galR3 body fused to GalR1 C-terminus | inhibition, % at 3 µM | actives 0.44% (n = 360,000) | AID 651719;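 active = inhibition above the screen-wide average plus 3 SD, cut at about 13% in these data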;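 also: forskolin and galanin both at EC90 stimulate the cells; cAMP rise reported by CNG channel membrane potential dye signal; 0% = forskolin plus galanin with DMSO and 100% = forskolin alone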
DNA FID counter: displaces DNA intercalator in HCV helicase counter-screen; DNA fluorescent intercalator displacement, fluorescence; inhibition, % at 7.9 µM; actives 0.17% (n = 290,000); in the data active = inhibition above about 37%;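 also: 0% = vehicle and 100% = reference compound; higher means more ethidium bromide displaced from hairpin DNA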
MEKK2 mut-MEK5: signal of MEK5 binding to mutant human MEKK2 PB1 domain; bead flow cytometry, Alexa488-MEK5 binding to MEKK2 mutant; percent response, % at 10 µM; actives 0.35% (n = 290,000); AID 1530; in the data active = percent response above about 24%, passing the limit was not always enough; also: inactives centre near 1; some results filed as inactive read as strong as hits; reference of the scale not given here
SUMO HTRF inh: blocks human SUMOylation mediated by UBC9 | AID 2006 | inhibition, % at 35 µM | HTRF SUMOylation assay, SAE1/SAE2 + UBC9, in vitro | actives 0.36% (n = 290,000) | P63279; in the data active = inhibition above about 50%, passing the limit was not always enough; also: strong numbers were not always called active
Target sequence (P63279 whole entry, looked up): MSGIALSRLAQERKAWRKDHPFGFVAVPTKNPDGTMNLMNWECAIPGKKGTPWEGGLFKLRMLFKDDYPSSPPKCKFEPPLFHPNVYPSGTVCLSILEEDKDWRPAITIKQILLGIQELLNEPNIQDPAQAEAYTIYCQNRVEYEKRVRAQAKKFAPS
MEKK3 PB1 HTS: raises or lowers MEK5 binding to the human MEKK3 PB1 domain; binding response (% of control), % at 10 µM; bead-based flow cytometry, Alexa488-MEK5 binding to MEKK3; actives lie on both sides; 0 = blocked by unlabeled MEK5, 100 = vehicle; Q99759; actives 1.4% (n = 290,000);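 active = binding response more than 3 SD above or below the average of its plate-row segment, actives on both sides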;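 also: Alexa488 bead fluorescence after subtracting the streptavidin-only scavenger bead signal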
Target sequence (Q99759 whole entry, looked up, the tested form may be a part): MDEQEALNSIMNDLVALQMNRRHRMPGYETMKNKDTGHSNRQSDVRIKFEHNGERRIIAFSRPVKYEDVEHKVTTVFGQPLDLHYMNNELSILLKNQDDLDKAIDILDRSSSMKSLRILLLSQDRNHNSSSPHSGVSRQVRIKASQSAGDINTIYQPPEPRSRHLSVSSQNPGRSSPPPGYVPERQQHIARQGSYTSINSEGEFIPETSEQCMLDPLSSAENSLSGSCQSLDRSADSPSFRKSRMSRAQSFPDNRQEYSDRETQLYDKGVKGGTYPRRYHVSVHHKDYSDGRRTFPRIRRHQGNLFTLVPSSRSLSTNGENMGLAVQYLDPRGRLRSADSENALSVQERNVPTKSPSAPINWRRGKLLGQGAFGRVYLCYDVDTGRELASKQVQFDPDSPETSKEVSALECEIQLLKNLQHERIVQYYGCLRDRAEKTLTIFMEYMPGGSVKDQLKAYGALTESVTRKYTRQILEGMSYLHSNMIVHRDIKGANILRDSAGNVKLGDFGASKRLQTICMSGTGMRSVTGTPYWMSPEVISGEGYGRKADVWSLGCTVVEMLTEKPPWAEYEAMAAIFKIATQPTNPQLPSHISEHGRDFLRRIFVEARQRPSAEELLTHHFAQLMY
Numbers without * were called inactive; nt = no result given; [ ] = dose if it differs, or a comment.

#	SMILES	HCV NS3 hel inh	MEKK2 WT-MEK5	CRFBP-R2 block	CRFBP-R2 agonist	GalR3 antag	DNA FID counter	MEKK2 mut-MEK5	SUMO HTRF inh	MEKK3 PB1 HTS
1	N#CC1=C(N)SC(N)=C(C#N)C1C1C=CCCC1 (centres undefined)	9	94	-9	-0.5	-6	1	-4	2	82
2	O=C(CC1SC(=NCCc2ccccc2)N(/N=C/c2cccs2)C1=O)Nc1ccc(Cl)cc1 (centres undefined)	-5	104	-10	-0.1	0	0	4	8	100
3	C=CCc1cccc2cc(C(=O)NC(C)(C)C)c(=O)oc12	2	102	1	1.4	-2	-3	4	-5	104
4	Clc1ccc(CN2CCCCCCC2)cc1	-5	117	7	0.5	-4	8	19	-1	105
5	CC(COc1ccc(C(C)C)cc1)NC(=O)c1ccc(Br)o1 (centres undefined)	-8	100	nt	nt	-1	-32	2	-11	96
6	O=C(COc1ccccc1C(=O)Nc1ccccc1)NCCc1ccccc1	7	109	-6	0.0	-6	-8	-5	-4	119
7	COc1ccccc1N1CCN(C(=O)c2cc(-c3ccc(Cl)c(Cl)c3)on2)CC1	5	110	-39	2.7	-8	2	7	7	109
8	C#CC1(NC(=O)N(C)C)CCCCC1	-2	99	8	-1.7	0	0	2	5	97
9	COc1cccc(NC(=O)N(C2CCCCC2)C(C)c2cccs2)c1 (centres undefined)	11	99	-1	-1.4	-3	0	-1	10	102
10	Cc1nnsc1C(=O)NNc1ccc(C(C)(C)C)cc1	2	101	-4	-0.4	-2	0	6	7	100
11	N/C(Cc1ccc([N+](=O)[O-])cc1)=N\OC(=O)c1ccc(Br)cc1	5	109	62*	-1.9	0	0	1	4	132*
12	COc1cc(OC)c(OC)cc1/C=N/n1c(C)nc2ccccc2c1=O	-1	105	-4	0.1	-4	-22	5	5	104
13	CCOc1ccc(NS(=O)(=O)c2ccc(NS(=O)(=O)c3cccs3)cc2)cc1	-15	101	-16	-0.2	-2	-6	3	10	101
14	O=C(C1CCN(C2CC(=O)N(c3ccc(Cl)cc3)C2=O)CC1)N1CCOCC1 (centres undefined)	-2	101	2	3.6	-1	-5	4	-4	102
15	O=C(NC(=S)Nc1cccc(S(=O)(=O)NC2=NCCC2)c1)c1cc(-c2ccco2)nc2ccccc12	29	96	-3	3.6	0	-29	-3	46	94
16	CCOc1ccccc1N1CCN(C(=O)CC(C)(C)C)CC1	-2	107	1	0.1	-6	-26	4	6	102
17	COc1cc(C(=O)n2cnc3ccccc32)c([N+](=O)[O-])cc1OC	8	109	-4	6.2	-11	-4	2	-3	105
18	COC(=O)CCC(=O)OC1(C)C(=O)C2=CN(C3CCCC3)C(c3ccc(OC)cc3)=CC2=C(Br)C1=O (centres undefined)	nt	-8.0*[inhibitor]	12	0.3	-6	nt	-23	-7	47*[inhibitor]
19	CCOc1ccc(NC(=O)Nc2cc(C)ccc2OC)cc1	-17	97	54*	1.1	-2	-2	0	14	71*[inhibitor]
20	COC(=O)c1ccccc1NC(=O)NCCc1ccc(OC)c(OC)c1	9	91	4	-1.8	-6	-13	-12	12	92
21	COc1ccc(N2CCN(C(=O)COC(=O)c3ccco3)CC2)cc1	14	98	-2	8.7	-2	-13	-6	-3	98
22	CCN(CC(=O)Nc1ccc2c(c1)OCCO2)C(=O)CC1CCCC1	-3	101	12	-2.0	-3	-8	-2	9	97
23	Cc1ccc(-c2cc(=O)c3ccccc3[nH]2)cc1	-2	92	10	-2.8	-5	-3	4	-4	93
24	COc1ccccc1CN1CCC(CNS(=O)(=O)c2cc(-c3cc(C)no3)ccc2OC)CC1	-29	103	-12	-2.0	-10	16	-2	-5	97
25	COc1ccc(-c2csc(NC(=S)NC(=O)/C=C/c3ccco3)n2)cc1Br	6	95	-7	4.6	-4	-3	-2	40	99
26	CCN(CC)c1ccc(/C=c2\sc3nnc(-c4ccccc4Cl)n3c2=O)cc1	-5	44*[inhibitor]	-99	112*	-5	-1	22	-4	84
27	CC(=O)NCCc1ccc(S(=O)(=O)N2CCCC2)cc1	4	102	0	-1.7	-2	0	10	20	104
28	Cc1cc(C)c2c(=O)[nH]c(SCC(=O)c3ccc(C(C)C)cc3)nc2n1	9	99	-18	3.2	-1	-3	-2	-27	101
29	COCCCn1c(=O)c2ccccc2n(Cc2cccc(C)c2)c1=O	-12	98	-8	1.8	-5	-27	-7	11	93
30	O=C(CSc1nnc(-c2ccccc2)n1Cc1ccco1)NCc1ccc2c(c1)OCO2	2	110	-3	-0.3	-4	-19	11	-9	108
31	CCOC(=O)c1cc(C(=O)NCc2ccc(Cl)cc2Cl)nn1C	-1	98	-30	-2.1	3	-19	5	-6	101
32	COc1ccc(NC(=S)Nc2ccc3cn[nH]c3c2)cc1	-7	98	3	-1.0	4	-7	-2	-17	103
33	O=C(Nc1ccc2c(c1)Cc1ccccc1-2)c1cccnc1	5	93	-21	-1.4	-4	-1	-6	14	92
34	Cc1ccc(N(CC(=O)N2CCOCC2)S(C)(=O)=O)cc1	-11	96	-29	-2.1	-4	1	-1	0	94
35	O=C(NC12CC3CC(CC(C3)C1)C2)c1cc(F)c(F)cc1Cl	-4	106	-9	-3.0	-8	-8	6	10	103
36	COCCN(CC1CCCN(C2Cc3ccccc3C2)C1)C(=O)c1ccc(C(C)=O)cc1 (centres undefined)	-6	106	-22	1.3	-8	1	-1	7	100
37	CC1=NN(c2ccccc2)C(=O)C1N=Nc1ccc(C)cc1 (centres undefined)	-3	99	nt	nt	nt	2	-4	7	99
38	CCOC(=O)C1CCN(C(=O)COc2ccc(S(=O)(=O)N3CCOCC3)cc2)CC1	4	106	-5	0.8	-3	-23	6	-3	102
39	CC[C@@]1(c2cccc(C)c2)C(=O)N(C(=O)OC)N1C(=O)OC	1	99	0	-0.8	-3	-8	-4	4	100
40	Cc1csc(SCC(=O)Nc2ccc3c(c2)OCCO3)n1	25	102	-2	-3.0	4	-6	0	8	105
41	COc1ccccc1N1CCN(C(=O)C2CCCN(c3ncnc4c3nc3n4CCCCC3)C2)CC1 (centres undefined)	13	97	-6	-0.4	-1	-41	5	-4	98
42	COc1ccc(-c2ccc(-c3noc(-c4ccco4)n3)c(OC)n2)cc1	17	94	-14	1.6	-2	-8	3	14	100
43	CN1CCN(C(=O)c2cc(Br)cn2C)CC1	-2	100	-1	0.1	-7	-3	3	1	99
44	CSCCC(NC(=O)c1cccc([N+](=O)[O-])c1)C(=O)O (centres undefined)	-11	98	6	-2.6	-3	-1	0	42	92
45	COc1cccc(C2=NOC(C(=O)NC(C)(C)C)C2)c1 (centres undefined)	-7	99	11	0.6	-2	-1	2	28	102
46	COCCNC(=O)CCCC(=O)NCCOC	10	104	-4	4.7	-1	-6	-1	-9	99
47	C=CCSc1nc2ccccc2n1S(=O)(=O)c1ccc(Cl)cc1	2	100	22	1.1	-3	0	11	nt	107
48	Cc1ccc(SCc2cc(=O)[nH]c(SCC(=O)Nc3cc(Cl)ccc3Cl)n2)cc1	10	97	68*	0.5	-2	1	-6	19	99
49	CCCC(=Nc1ccccc1)C1=C(O)C(C(=O)OC)C(C)(C)CC1=O (centres undefined)	-5	103	-4	-1.3	-8	-6	3	38	100
50	Cc1ccc(/C=N/NC(=O)c2ccccn2)s1	18	84	5	-1.3	-2	-1	-2	-5	75
51	Cc1ccsc1C(=O)C1CCCN(Cc2cc(F)ccc2-n2cccn2)C1 (centres undefined)	6	113	18	-5.4	1	-2	8	2	107
52	C=CCn1c(Sc2nc(C)cs2)nc2c1c(=O)[nH]c(=O)n2C	-2	nt	17	-0.4	-5	4	nt	1	nt
53	CCCCC(=O)Nc1ccnc(-c2cccnc2)n1	0	101	26	13	-2	-5	2	-14	102
54	CCC(NC(=O)NC1CCCCC1)c1ccccc1 (centres undefined)	0	98	-16	-1.4	-7	-7	-1	24	97
55	COc1ccccc1N1CCN(C(=O)C2CCN(C(=O)c3ccc(C(C)(C)C)cc3)CC2)CC1	-11	100	-2	-1.4	2	-75	2	10	103
56	COc1ccc(C([O-])=Nc2ccc[n+](-c3nc4ccccc4nc3NS(=O)(=O)c3ccccc3)c2)cc1	-21	94	nt	nt	-3	-26	-16	11	89
57	Cc1ccc(NC(=O)CSc2nc(C)c(Cc3ccccc3)c(=O)[nH]2)cc1C	11	26*	2	-0.2	1	-3	3	22	105
58	CCCCOC(=O)CSCC(=O)N1N=C(c2cccs2)CC1c1ccc(F)cc1 (centres undefined)	-13	115	31	1.0	-5	-15	11	7	102
59	Cc1c(NC(=O)C2CCCN(S(=O)(=O)c3cnc[nH]3)C2)c(=O)n(-c2ccccc2)n1C (centres undefined)	4	nt	4	0.2	-3	-1	nt	12	nt

In the list so far, these have a Cl atom:
#	SMILES	HCV NS3 hel inh	MEKK2 WT-MEK5	CRFBP-R2 block	CRFBP-R2 agonist	GalR3 antag	DNA FID counter	MEKK2 mut-MEK5	SUMO HTRF inh	MEKK3 PB1 HTS
2	O=C(CC1SC(=NCCc2ccccc2)N(/N=C/c2cccs2)C1=O)Nc1ccc(Cl)cc1 (centres undefined)	-5	104	-10	-0.1	0	0	4	8	100
4	Clc1ccc(CN2CCCCCCC2)cc1	-5	117	7	0.5	-4	8	19	-1	105
7	COc1ccccc1N1CCN(C(=O)c2cc(-c3ccc(Cl)c(Cl)c3)on2)CC1	5	110	-39	2.7	-8	2	7	7	109
14	O=C(C1CCN(C2CC(=O)N(c3ccc(Cl)cc3)C2=O)CC1)N1CCOCC1 (centres undefined)	-2	101	2	3.6	-1	-5	4	-4	102
26	CCN(CC)c1ccc(/C=c2\sc3nnc(-c4ccccc4Cl)n3c2=O)cc1	-5	44*[inhibitor]	-99	112*	-5	-1	22	-4	84
31	CCOC(=O)c1cc(C(=O)NCc2ccc(Cl)cc2Cl)nn1C	-1	98	-30	-2.1	3	-19	5	-6	101
35	O=C(NC12CC3CC(CC(C3)C1)C2)c1cc(F)c(F)cc1Cl	-4	106	-9	-3.0	-8	-8	6	10	103
47	C=CCSc1nc2ccccc2n1S(=O)(=O)c1ccc(Cl)cc1	2	100	22	1.1	-3	0	11	nt	107
48	Cc1ccc(SCc2cc(=O)[nH]c(SCC(=O)Nc3cc(Cl)ccc3Cl)n2)cc1	10	97	68*	0.5	-2	1	-6	19	99

2 records picked at random from the list so far, as already listed:
#	SMILES	HCV NS3 hel inh	MEKK2 WT-MEK5	CRFBP-R2 block	CRFBP-R2 agonist	GalR3 antag	DNA FID counter	MEKK2 mut-MEK5	SUMO HTRF inh	MEKK3 PB1 HTS
43	CN1CCN(C(=O)c2cc(Br)cn2C)CC1	-2	100	-1	0.1	-7	-3	3	1	99
58	CCCCOC(=O)CSCC(=O)N1N=C(c2cccs2)CC1c1ccc(F)cc1 (centres undefined)	-13	115	31	1.0	-5	-15	11	7	102

As entered above.
compound 36 | MEKK2 WT-MEK5 = 106
compound 51 | CRFBP-R2 agonist = -5.4

This is a subset; rates above refer to the full screens.
